mHtt clearance – compounds clearing mutant huntingtin protein. inhibition, % at 1.5 µM. 47,000 compounds, 0.42% hits. AID 853. HeLa Exon1htt(103Q)mCFP, aggregate imaging; zero = plate's median compound well;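 active = inhibition of aggregate fluorescence above about 70%, also judged a hit by eye on the cell image, limit read from the data, passing the limit was not always enough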;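 note: cells exposed to compound for three days before fixation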
mHtt clearance grain fraction – also measured in mHtt clearance; calls as there; fraction fluorescence in grains; measured here: aggregate grain fluorescence fraction; active compounds read low;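 scaled fraction of total cell fluorescence in grains with unit not stated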
* = called active by the depositor. These rows are one share of the data, so the mix of outcomes need not match the whole.

no. | Molecule | mHtt clearance grain fraction | mHtt clearance
1 | Cn1c(CCN2CCCCC2)nc2cc(NS(=O)(=O)c3ccccc3)ccc21 | 30 | 13
2 | O=C(CSc1nnc(CNC(=O)c2c(F)cccc2Cl)o1)c1ccccc1 | 24 | -21
3 | CC1=C(C(=O)OCCOc2ccccc2)C(c2ccc(C)o2)C2=C(CC(C)(C)CC2=O)N1 (stereo unspecified) | 30 | 12
4 | COc1ccccc1-c1cc(C(=O)NCc2ccccc2)no1 | 15 | 57
5 | CCOC(=O)CC(=O)CSCC(=O)Nc1ccc(C)cc1 | 17 | 14
6 | O=C1S/C(=C/c2ccc(N3CCOCC3)o2)C(=O)N1Cc1ccc(F)cc1 | 68 | -80
7 | CCOC(=O)C(=O)Nc1ccc(S(=O)(=O)Nc2ncccn2)cc1 | 49 | -61
8 | Cc1nc2ccccc2n1CCc1nc2c3ccccc3nc(SCC(=O)NCc3ccco3)n2n1 | 58 | -42
9 | Cc1ccc(OCCCCn2ccnc2)c(Cl)c1 | 20 | -18
10 | Cc1cc(=O)oc2cc(OCC#N)ccc12 | 49 | -47
11 | Cc1ccsc1C(C(=O)NC1CCCCC1)N(C(=O)c1csnn1)C1CC1 (stereo unspecified) | 8.9 | 50
12 | O=C(OCC1COc2ccccc2O1)c1c(F)cccc1F (stereo unspecified) | 41 | -22
13 | COc1cccc(NC(=O)NCc2cccn2C)c1 | 9.9 | 52
14 | O=[N+]([O-])/C(=C\Nc1ccccc1Cl)S(=O)(=O)c1ccccc1 | 48 | -27
15 | O=C1NCCN1CCNS(=O)(=O)c1ccc2ccccc2c1 | 28 | 17
16 | COc1ccc(CCN2C(=O)C3C4CC(C5C(C(=O)N/N=C\c6ccc(Cl)cc6)=NOC45)C3C2=O)cc1OC (stereo unspecified) | 23 | -9
17 | CCOC(=O)C1CCCN(C(=O)C2CCN(S(=O)(=O)c3cccs3)CC2)C1 (stereo unspecified) | 24 | -1
18 | CC(C)N(C(=O)C(F)(F)F)C(C(=O)NC1CCCCC1)c1ccncc1 (stereo unspecified) | 23 | -28
19 | O=C(CN1C(=O)c2ccccc2C1=O)Nc1ccc(N2CCOCC2)cc1 | 22 | -5
20 | Cn1c(=O)c2c(nc(NCc3ccccc3)n2CCCc2ccccc2)n(C)c1=O | 34 | -79
21 | CN(C)c1ccc(C=NCCC2(O)CCOC(C)(C)C2)cc1 (stereo unspecified) | 12 | 31
22 | O=C(O)CCc1nn2cc(-c3ccccc3)nc2[nH]c1=O | 21 | -10
23 | ON1C2CCCCC2N(O)C1c1ccccc1C(F)(F)F (stereo unspecified) | 38 | -2
24 | CCn1c(C)c(C(C)=O)c(N2CCC(C(N)=O)CC2)nc1=S | 18 | 3
25 | CC(=O)Oc1cccc(N2C(=O)C3CC=CCC3C2=O)c1 (stereo unspecified) | 23 | 3
26 | COc1ccc(C(=O)NC2CC3CCCC(C2)N3CC(C)C)cc1OC (stereo unspecified) | 17 | 16
27 | Cc1csc(-c2cnn(-c3ccccc3)c2NC(=O)c2ccccc2)n1 | 33 | 6
28 | CCOC(=O)c1c(N)sc(C(=O)N2CCOCC2)c1C | 15 | 18
29 | CC(=O)c1ccc(NC(=O)c2noc3c2CCCCC3)cc1 | 31 | -53
30 | CCOC(=O)C(NC(=O)CC)(Nc1ccc(S(=O)(=O)Nc2ncccn2)cc1)C(F)(F)F (stereo unspecified) | 47 | -40

Full records as entered above.
`CC(=O)c1ccc(NC(=O)c2noc3c2CCCCC3)cc1` across the screens: mHtt clearance grain fraction = 31; mHtt clearance = -53
`Cc1csc(-c2cnn(-c3ccccc3)c2NC(=O)c2ccccc2)n1` across the screens: mHtt clearance grain fraction = 33; mHtt clearance = 6

The list goes on.
no. | Molecule | mHtt clearance grain fraction | mHtt clearance
31 | COC(=O)C(NC(C)=O)(Nc1ccc(Br)cc1)C(=O)OC | 62 | -43
32 | COCc1[nH]nc2c1C1(C(=O)Nc3ccc(F)cc31)C(C#N)=C(N)O2 (stereo unspecified) | 26 | -27
33 | COC(=O)C1=C(C(=O)OC)SC2(S1)C(C(=O)OC)=C(C(=O)OC)SC1=C2c2cc(C)cc(C)c2NC1(C)C | 21 | 32
34 | Cc1oc(-c2ccccc2)cc1C(=O)Nc1ccc2ccccc2c1 | 53 | -23
35 | COc1cccc2c(=O)n(CC(=O)Nc3ccc(F)cc3F)ccc12 | 63 | -34
36 | COc1ccc(OC)c(Nc2nc(-c3cccs3)cs2)c1 | 32 | -75
37 | Cc1ccc(S(=O)(=O)N2CCOCC2)cc1C(=O)Nc1c(C)n(C)n(-c2ccccc2)c1=O | 52 | -43
38 | CCOC(=O)Cc1csc(NC(=O)c2ccc3c(c2)OCO3)n1 | 53 | -19
39 | COc1ccc(N(CC(O)CN2CCCCC2)S(=O)(=O)c2ccc(C)cc2)cc1 (stereo unspecified) | 33 | 10
40 | Cc1sc2nc(SCC(=O)c3cc(C)n(CC4CCCO4)c3C)n(C(C)C)c(=O)c2c1C (stereo unspecified) | 42 | 2
41 | COc1ccc(N2C(=O)CCC(C(=O)N3CCC(C(N)=O)CC3)C2c2ccc(F)cc2)cc1 (stereo unspecified) | 35 | 7
42 | Cc1noc(C)c1COC(=O)CCC(=O)c1ccc(F)cc1 | 22 | -8
43 | CC(C)CCNC(=O)CCNS(=O)(=O)c1ccc(Cl)cc1 | 23 | -22
44 | O=C(Nc1ccc(NC(=O)C2CC2)nc1)c1ccco1 | 50 | -48
45 | Cc1c(Cl)cccc1NC(=O)CC(C(=O)O)C1CCCO1 (stereo unspecified) | 34 | 2
46 | COc1ccc(OC)c(S(=O)(=O)N2c3cc(F)ccc3CCC2C)c1 (stereo unspecified) | 29 | -52
47 | CC1(C(=O)NC2CCCC2)CCC(=O)N1Cc1ccccc1Cl (stereo unspecified) | 21 | 1
48 | CCc1ccc2oc(-c3cc(N)cc(C)c3O)nc2c1 | 15 | 25
49 | CCOC(=O)C(Oc1ccc2c(-c3ccc(OC)cc3)cc(=O)oc2c1C)c1ccccc1 (stereo unspecified) | 50 | -28
50 | CCn1c(=NC(=O)CSC(C)=O)sc2ccccc21 | 24 | 36
51 | C/C(=N/Oc1nc(C)cc(C)n1)c1ccc(F)cc1 | 44 | -17
52 | O=S(=O)(c1cccc(C(F)(F)F)c1)N1CCC(O)(c2cccnc2)CC1 | 28 | 24
53 | Cc1ccccc1Cn1cc(NC(=O)COc2ccccc2)cn1 | 38 | 2
54 | CN1CCCN(C(=O)c2cc(=O)[nH]c3ccccc23)c2nc3ccccc3nc21 | 13 | 34
55 | CN1CCN(C2=C(Cl)C(=O)N(c3ccc(Cl)c(Cl)c3)C2=O)CC1 | 32 | 28
56 | CC(=O)N1CCCc2cc(S(=O)(=O)CCC(=O)N3CCN(c4ccccc4)CC3)ccc21 | 54 | -3
57 | CCOC(=O)c1c(-c2ccc(OC)cc2)nc2nonc2c1N | 22 | -24
58 | CN1C(=O)N(C)C2CC1N(C)C(=O)N2C | 7.5 | 61
59 | CC(C)C(c1nnnn1Cc1ccccc1)N(CCCO)Cc1cc2cc3c(cc2[nH]c1=O)OCO3 (stereo unspecified) | 15 | 16
60 | CCC(C)c1ccc(O)c(N)c1 (stereo unspecified) | 45 | -20
61 | COc1ccc(OC)c(C(c2nnnn2C(C)(C)C)N2CCc3ccccc3C2)c1 (stereo unspecified) | 27 | 18
62 | COc1ccc(CNC(=O)CCn2cccc2)cc1 | 30 | -25
63 | NC(=O)CN1CCOCCOCCN(CC(N)=O)CCOCC1 | 29 | 9
64 | Cc1occc1C(=O)Nc1ccccc1NC(=O)c1ccoc1C | 13 | 32
65 | CNC(=O)CN(c1cccc2ccccc12)S(C)(=O)=O | 27 | -44
66 | Nc1c2c(nc3ccn(-c4ccccc4)c(=O)c13)CCCCC2 | 38 | -9
67 | COc1ccc(S(=O)(=O)N2CCN(Cc3c[nH]c4ccccc34)CC2)cc1 | 27 | -29
68 | O=C(Nc1ncc(Cc2cc(Cl)ccc2Cl)s1)c1ccc([N+](=O)[O-])cc1 | 28 | 24
69 | CC(C)(C)n1nnnc1C(c1cccnc1)N(Cc1ccccc1)Cc1cccs1 (stereo unspecified) | 54 | -24
70 | CCCOc1ccc(N2CC(C(=O)NC(C)C)CC2=O)cc1 (stereo unspecified) | 15 | 56
71 | O=C1c2ccccc2C(=O)N1CCc1csc(-c2cccc(F)c2)n1 | 42 | -9
72 | CC(=O)Nc1ccc(S(=O)(=O)Nc2nc3ccccc3s2)cc1 | 15 | 23
73 | CC(=O)Nc1ccc(SCC(=O)OCC(=O)NC(=O)NCc2ccco2)cc1 | 34 | -20
74 | O=C(Oc1ccc(N(Cc2cccs2)C2=NS(=O)(=O)c3ccccc32)cc1)c1ccccc1Cl | 12 | 36
75 | Cc1cc(C)nc(-n2nc(C)cc2Nc2ccccc2)n1 | 10 | 42

A draw from above in order of heavy-atom count, largest number first:
no. | Molecule | mHtt clearance grain fraction | mHtt clearance
59 | CC(C)C(c1nnnn1Cc1ccccc1)N(CCCO)Cc1cc2cc3c(cc2[nH]c1=O)OCO3 (stereo unspecified) | 15 | 16
30 | CCOC(=O)C(NC(=O)CC)(Nc1ccc(S(=O)(=O)Nc2ncccn2)cc1)C(F)(F)F (stereo unspecified) | 47 | -40
39 | COc1ccc(N(CC(O)CN2CCCCC2)S(=O)(=O)c2ccc(C)cc2)cc1 (stereo unspecified) | 33 | 10
6 | O=C1S/C(=C/c2ccc(N3CCOCC3)o2)C(=O)N1Cc1ccc(F)cc1 | 68 | -80
27 | Cc1csc(-c2cnn(-c3ccccc3)c2NC(=O)c2ccccc2)n1 | 33 | 6
35 | COc1cccc2c(=O)n(CC(=O)Nc3ccc(F)cc3F)ccc12 | 63 | -34
7 | CCOC(=O)C(=O)Nc1ccc(S(=O)(=O)Nc2ncccn2)cc1 | 49 | -61
66 | Nc1c2c(nc3ccn(-c4ccccc4)c(=O)c13)CCCCC2 | 38 | -9
24 | CCn1c(C)c(C(C)=O)c(N2CCC(C(N)=O)CC2)nc1=S | 18 | 3
5 | CCOC(=O)CC(=O)CSCC(=O)Nc1ccc(C)cc1 | 17 | 14
65 | CNC(=O)CN(c1cccc2ccccc12)S(C)(=O)=O | 27 | -44
13 | COc1cccc(NC(=O)NCc2cccn2C)c1 | 9.9 | 52
58 | CN1C(=O)N(C)C2CC1N(C)C(=O)N2C | 7.5 | 61
60 | CCC(C)c1ccc(O)c(N)c1 (stereo unspecified) | 45 | -20

The list continues:
no. | Molecule | mHtt clearance grain fraction | mHtt clearance
76 | CCC1=C/C(=C/N(C)c2ccccc2)C(=O)S1 | 19 | -7
77 | CCOC(=O)c1nn(-c2sc(C(=O)OC)c(C)c2C(=O)OC)cc1O | 21 | -6
78 | CN(CC(=O)Nc1nc2ccccc2s1)S(=O)(=O)c1ccccc1 | 24 | -15
79 | CCN(CC)C(=O)CSc1nnc(-c2ccccn2)n1-c1ccc(C)c(C)c1 | 14 | 21
80 | O=C(Nc1cccnc1)c1ccc(COc2ccccc2Br)o1 | 19 | -7
81 | O=C1CC(=C2c3ccccc3-c3ccccc32)C(=O)N1CCN1CCN(c2cccc(Cl)c2)CC1 | 13 | 33
82 | Cc1nnc(SCC(=O)n2c3c(c4ccccc42)CCCC3)s1 | 15 | 13
83 | CCOc1cccc(OCCCOc2ccccc2)c1 | 13 | 16
84 | CCOc1c(Br)cc(CNc2ncn[nH]2)cc1OC | 15 | 31
85 | O=C1CCN(N=Nc2cccc(Cl)c2)N1 | 49 | -28
86 | CCOc1ccccc1C(=O)NC(C)c1ccc2c(c1)OCO2 (stereo unspecified) | 9.2 | 48
87 | Cc1ccc(C)c(-c2nn(-c3cc(N4CCN(CCO)CC4)ccc3[N+](=O)[O-])c(=O)c3ccccc23)c1 | 36 | 7
88 | COC(=O)c1cn(NC(=O)CCC2CCCC2)c(=O)c2ccccc12 | 17 | 28
89 | CCCn1c(SCC(=O)N2CCN(S(=O)(=O)c3ccc(Cl)cc3)CC2)n[nH]c1=O | 39 | 3
90 | O=C(COc1ncnc2ccccc12)NC1CCS(=O)(=O)C1 (stereo unspecified) | 17 | 14
91 | O=C1CCCc2nc(N3CCN(C(c4ccccc4)c4ccccc4)CC3)ncc21 | 22 | 36
92 | CCN(CC)S(=O)(=O)c1cc(C(=O)n2cccn2)c(Cl)cc1Cl | 30 | -86
93 | CC1CCC2(CC1)C(Nc1cccc(Cl)c1)=NC(=S)N2CC#N (stereo unspecified) | 18 | 9
94 | CSC1=NCCN1C(=O)Cc1cccs1 | 43 | 4
95 | O=C(c1cc2ccccc2o1)c1nc2c(n1O)CCCCC2 | 21 | -5
96 | CCSc1nnc(NC(=O)c2cccnc2Cl)s1 | 28 | -57
97 | CCOCC(=O)Nc1nc(-c2ccccc2)c(CC)s1 | 53 | -72
98 | CN(C)CCCN1C(=O)c2oc3ccccc3c(=O)c2C1c1cccs1 (stereo unspecified) | 40 | -106
99 | COC(=O)c1cc2oc(C)cc2n1CC(=O)Nc1cc(C)cc(C)c1 | 12 | 46
100 | CCOc1ccc(C2/C(=C(/O)c3ccccc3)C(=O)C(=O)N2CCCN(C)C)cc1OC (stereo unspecified) | 41 | -98
101 | COc1ccc(NC(=O)Nc2ncccc2C)cc1 | 22 | -11
102 | CC1CCCC(C)N1C(=O)CSc1nnnn1-c1cccc2c1CCCC2 (stereo unspecified) | 37 | 6
103 | CCOC(=O)C1CCCN(Cc2cccs2)C1 (stereo unspecified) | 28 | -42
104 | Cc1cc(C)c(S(=O)(=O)NCc2ccc3c(c2)cc(C)n3C)c(C)c1 | 52 | -27
105 | CCC(c1nnnn1CCOC)N(Cc1cc2c(C)cc(C)cc2[nH]c1=O)CC1CCCO1 (stereo unspecified) | 14 | 64
106 | O=C(O)CC(C(=O)N(c1ccccc1)c1ccccc1)N1CCOCC1 (stereo unspecified) | 29 | 16
107 | Clc1ss/c(=N\c2ccccn2)c1Cl | 24 | -1
108 | Cc1cc(C)n(-c2nc3ccccc3c(=O)n2OCc2ccc(Cl)cc2)n1 | 44 | -23
109 | CCn1nnnc1SCC(=O)Nc1cc(C)on1 | 12 | 38
110 | COc1cc2nc(NC(=O)c3ccccc3)[nH]c(=O)c2cc1OC | 21 | -11

Source: PubChem BioAssay (Columbia University Molecular Screening Center)
